TDP1 cell noCPT = qHTS for Inhibitors of human tyrosyl-DNA phosphodiesterase 1 (TDP1): qHTS in cells in absence of CPT; Potency, µM (titrated, usually from 46.2 µM), without a hit: top-dose activity change, negative = growth inhibition, most hits filed as inhibitors; hit rate 15% among 420,000; DT40 Tdp1-/- hTDP1 cells, no CPT, ATP luminescence, 48 h; AID 686978, 2013; further: nearly all actives have a fitted effect of over 55% in size
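Luminescent ATP content (CellTiter-Glo) served as the growth readout. Knockout chicken DT40 cells expressing human TDP1 were exposed to compounds without camptothecin for a minimum 48 hr at 37 °C.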
GCN5L2 inh = GCN5L2 (KAT2A) acetyltransferase inhibition | GCN5L2 HAT assay, ThioGlo1 CoA-SH fluorescence | Potency, µM (series often up to 58.9 µM), for the others: at the top dose activity change, negative = inhibition, most hits filed as inhibitors | Q92830 | hit rate 0.21% among 390,000
Target sequence (Q92830 whole entry, looked up): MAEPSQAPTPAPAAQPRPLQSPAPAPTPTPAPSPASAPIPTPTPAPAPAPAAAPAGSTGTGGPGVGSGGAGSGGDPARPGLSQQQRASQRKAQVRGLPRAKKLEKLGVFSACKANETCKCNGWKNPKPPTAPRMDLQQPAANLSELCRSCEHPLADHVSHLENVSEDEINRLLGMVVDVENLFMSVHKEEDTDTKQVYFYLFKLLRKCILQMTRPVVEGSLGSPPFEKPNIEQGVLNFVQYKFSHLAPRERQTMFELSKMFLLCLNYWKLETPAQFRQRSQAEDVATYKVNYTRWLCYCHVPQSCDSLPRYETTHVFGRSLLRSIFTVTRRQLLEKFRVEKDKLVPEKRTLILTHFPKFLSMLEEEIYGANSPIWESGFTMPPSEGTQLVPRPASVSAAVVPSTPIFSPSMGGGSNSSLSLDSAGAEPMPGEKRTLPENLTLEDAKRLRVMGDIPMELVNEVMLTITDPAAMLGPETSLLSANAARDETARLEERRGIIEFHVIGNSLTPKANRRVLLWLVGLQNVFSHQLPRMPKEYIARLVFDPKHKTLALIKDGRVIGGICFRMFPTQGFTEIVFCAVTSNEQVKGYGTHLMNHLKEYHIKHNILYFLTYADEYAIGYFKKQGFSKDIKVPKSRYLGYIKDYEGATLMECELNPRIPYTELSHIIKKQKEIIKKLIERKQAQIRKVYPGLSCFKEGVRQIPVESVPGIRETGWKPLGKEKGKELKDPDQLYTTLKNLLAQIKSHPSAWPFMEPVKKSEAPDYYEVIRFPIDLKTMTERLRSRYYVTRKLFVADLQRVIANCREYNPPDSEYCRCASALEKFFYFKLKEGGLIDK
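Titration-based screen in which CoA formation is detected via maleimide probe ThioGlo1 (50uM) turning fluorescent on thiol reaction; substrates H3(1-25) 75uM and acetyl-CoA 70uM, GCN5L2 20nM, 20 min incubation at room temperature.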
TDP1 block = TDP1 (human) enzyme inhibition. AID 485290. Potency, µM (series often up to 130 µM), for the others: at the highest dose activity change, negative = inhibition, most hits filed as inhibitors. recombinant TDP1, AlphaScreen DNA substrate cleavage. hit rate 0.28% among 350,000; further: nearly all actives have a fitted effect of over 40% in size
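Tdp1 1 nM final; 15 min RT w/ cpd; substrate 15 nM, 5 min; beads 10 ug/ml, 10 min; AlphaScreen read. Neg ctrl: no enzyme.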
An asterisk follows results filed as active; ? = inconclusive; nt = not tested or not shown; & = joins results of further samples; [ ] = another dose, or the depositor's remark. The call rests on the fitted dose curve; in most records, active means well fitted curve in the direction sought with a large enough effect; inconclusive means small, poorly fitted or top-dose-only effect, or another doubt; inactive means no such curve, though single readings can be large; an effect the other way counts as inactive or inconclusive. On the % scale 0 is the no-effect control and ±100 the full control effect; potency means the concentration at half of the fitted maximal effect.

Order of values: TDP1 block | GCN5L2 inh | TDP1 cell noCPT
#1 COC(=O)c1ccc(C23CC4(C2)[C@H](CN(Cc2cccnc2)[C@@H]4c2ccccc2)C3c2ccc(Cl)nc2)cc1 (stereo partly specified)
    14%&5% | -22% | ?
#2 CC(=O)N1CCN(CC(=O)Nc2ccc(Cl)c(S(=O)(=O)N(C)C)c2)CC1
    0% | 0% | 5%
#3 CCc1ccc(OCCCOc2ccc(C=O)cc2)cc1
    -2% | -7%[0.501 µM] | -25%
#4 COc1ccc(NC(=O)C2CC(=O)OC2c2ccccc2)cc1 (stereo unspecified)
    -4% | -4% | 1%
#5 Nc1nc2ccc(C(=O)N3CCCCC3)cc2s1
    nt | -3% | 10%
#6 O=c1[nH]c2ccccc2n1C1=CCNCC1
    2% | -1% | 4%
#7 Cc1cccc(N2CCN(C(=O)c3ccc(S(=O)(=O)N(C)c4ccccc4)cc3)CC2)c1C
    -3% | -9% | 4.6µM*
#8 Cc1cccc(C)c1NS(=O)(=O)c1ccc(-c2cnc(C3CC3)o2)cc1
    7% | -4% | 0.12µM*
#9 Fc1ccccc1CN(CCN1CCOCC1)C(=S)Nc1ccccc1Cl
    2% | -6% | -5%
#10 N#C/C(=C\c1ccc(OCCN2CCOCC2)cc1)C(=O)Nc1ccccc1
    3%[56.1 µM] | -18% | -16%
#11 O=C(c1cccnc1NCc1ccccc1)N1CCOCC1
    -1% | -3% | -11%
#12 COc1ccc(OC)c(NC(=O)NCCCCc2ccccc2)c1
    3%[56.1 µM] | 21% | ?
#13 CC(=O)Nc1sc2c(c1CN1CCN(c3ccc(F)cc3)CC1)CCCC2
    9% | -5% | 15µM*
#14 Cc1csc(NC(=O)Cn2cnnn2)n1
    6% | -3% | -11%
#15 COc1ccc(N2CCN(C(=O)CN3C(=O)C4CC=CCC4C3=O)CC2)cc1 (stereo unspecified)
    4% | -8% | -12%
#16 CC(Sc1nc2sc3c(c2c(=O)n1-c1ccccc1)CCCC3)C(=O)O (stereo unspecified)
    -1% | -13% | 9%
#17 Cc1c(C(=O)OCc2ccccc2)[nH]c2c1C(=O)CC(c1ccc(C(C)(C)C)cc1)C2 (stereo unspecified)
    -4%[12.3 µM] | -14% | 18µM*
#18 CCOc1ccccc1NC(=O)N1CCCC(c2nc(-c3ccc(C)o3)no2)C1 (stereo unspecified)
    0% | -2% | ?
#19 O=C(NNS(=O)(=O)c1ccc([N+](=O)[O-])cc1)c1ccc([N+](=O)[O-])cc1
    nt | -13% | -21%
#20 Cc1ccc(C2CC(c3cccs3)=NN2C(=O)CSc2nc3ccccc3o2)cc1 (stereo unspecified)
    -5% | -9% | ?
#21 Cc1cc(C(=O)Nc2ccc3c(c2)OCCO3)ccc1[N+](=O)[O-]
    nt | -10% | ?
#22 O=C(O)COCC(=O)N1CCN(c2cc(C(F)(F)F)nc3ccccc23)CC1
    nt | -15% | 16%
#23 CCc1ccccc1NC(=O)CSc1nnc(-c2ccccc2)c(-c2ccccc2)n1
    3% | -11% | ?
#24 CCOC(=O)N1CCN(C(=O)CN(c2ccc(Oc3ccccc3)cc2)S(C)(=O)=O)CC1
    1% | -2% | -30%
#25 CC(C)CC(c1nnnn1CCc1ccccc1)N1CCN(C(=O)c2ccco2)CC1 (stereo unspecified)
    1% | 0% | -24%
#26 O=C(C1=C[C@H](c2ccc3c(c2)OCO3)C[C@H](OCc2ccc(CO)cc2)O1)N1CCCCCCC1
    6% | -5% | -14%
#27 COc1ccc(OCc2csc(N)n2)cc1
    1% | -9% | -13%
#28 Cc1nn2c(NC(C)C)c3c(nc2c1-c1ccccc1)CCC3
    -1% | -7% | ?
#29 CC(C)(C)OC(=O)N1CCC(C(=O)NCC2CCCO2)CC1 (stereo unspecified)
    6% | -10% | -10%
#30 CC(C)(C)NC(=O)c1cccc(NC(=O)c2ccc(NC(=O)c3ccco3)cc2)c1
    7% | -6% | ?

An excerpt from above, showing only GCN5L2 inh and TDP1 cell noCPT:
No. | canonical_smiles | GCN5L2 inh | TDP1 cell noCPT
30 | CC(C)(C)NC(=O)c1cccc(NC(=O)c2ccc(NC(=O)c3ccco3)cc2)c1 | -6% | ?
16 | CC(Sc1nc2sc3c(c2c(=O)n1-c1ccccc1)CCCC3)C(=O)O (stereo unspecified) | -13% | 9%
19 | O=C(NNS(=O)(=O)c1ccc([N+](=O)[O-])cc1)c1ccc([N+](=O)[O-])cc1 | -13% | -21%
18 | CCOc1ccccc1NC(=O)N1CCCC(c2nc(-c3ccc(C)o3)no2)C1 (stereo unspecified) | -2% | ?
10 | N#C/C(=C\c1ccc(OCCN2CCOCC2)cc1)C(=O)Nc1ccccc1 | -18% | -16%
6 | O=c1[nH]c2ccccc2n1C1=CCNCC1 | -1% | 4%
11 | O=C(c1cccnc1NCc1ccccc1)N1CCOCC1 | -3% | -11%

The listing picks up; the 2 compounds before the break are reprinted first.
Order of values: TDP1 block | GCN5L2 inh | TDP1 cell noCPT
#29 CC(C)(C)OC(=O)N1CCC(C(=O)NCC2CCCO2)CC1 (stereo unspecified)
    6% | -10% | -10%
#30 CC(C)(C)NC(=O)c1cccc(NC(=O)c2ccc(NC(=O)c3ccco3)cc2)c1
    7% | -6% | ?
#31 CC(C)[n+]1ccn(C2=C([O-])c3ccccc3C(=O)/C2=N\S(=O)(=O)c2ccccc2)c1
    8% | -5% | 18µM*
#32 CC(C)N1CCc2c(sc(NC(=O)CCc3ccccc3)c2C(N)=O)C1
    6% | -4% | -7%
#33 CCOc1ccc(C(=O)Nc2ccc(NC(=O)c3ccccc3)cc2)cc1Br
    -2%[12.3 µM] | -2%&-3% | 10%&-10%
#34 CCc1ccc(C(=O)c2cn(CC(=O)Nc3ccc(OC)cc3)c3cc4c(cc3c2=O)OCO4)cc1
    -1% | 2% | -9%
#35 CC(=O)c1ccc(OCC(O)CN(C)CCOc2ccc(Br)cc2)cc1 (stereo unspecified)
    1% | -2% | ?
#36 CCc1ccc(-c2nc(CS(=O)CC(=O)NC3CC3)c(C)o2)cc1 (stereo unspecified)
    1% | -2% | 19%
#37 CCCCCCCCCCCC(=O)NC(C(=O)OCC)C(O)c1cccc([N+](=O)[O-])c1 (stereo unspecified)
    6% | -28% | 23µM*
#38 CCOC(=O)c1c(-c2cccc([N+](=O)[O-])c2)csc1NC(=O)C1CCCCC1
    3% | -8% | ?
#39 O=C(NCc1ccccc1)c1cc[n+](Cc2ccccc2)cc1
    -6% | 4% | -8%
#40 CCOc1ccc(N=Cc2c(O)n(-c3cccc(C)n3)c(=O)c3ccccc23)cc1
    2% | -10% | ?
#41 COc1ccc(CNC(=O)COC(=O)c2cccn2C)cc1
    -13% | 9% | 13%
#42 O=C(COC(=O)CN1C(=O)C2CCCCC2C1=O)NC1CCS(=O)(=O)C1 (stereo unspecified)
    -3% | 1% | -7%
#43 N#CCCN(Cc1cccs1)C(=O)Nc1ccccc1
    nt | -1% | -2%
#44 CC1CC(C)CN(CCCNC(=O)CN2C(=O)COc3ccc(S(=O)(=O)N4CCOCC4)cc32)C1 (stereo unspecified)
    0% | 2% | 25%
#45 CCCCN(C)C(=O)CCC(=O)Nc1ccc2nc(N3CCN(C)CC3)cc(C)c2c1
    5% | -4% | -8%
#46 Nc1[nH]n(-c2ccccc2)c(=O)c1N=Nc1ccccc1
    11% | -4% | -28%
#47 O=c1c(-c2ccc(Cl)cc2)nc2cnc(Nc3ccccc3)nc2n1C1CC1
    nt | -14% | -8%
#48 CCC1CCCCN1C(=O)c1c(-c2ccccc2)noc1C (stereo unspecified)
    -3% | -2% | ?
#49 COc1ccc(NCc2ccc(OC)c(OC)c2)cc1
    9% | -7% | nt
#50 COc1ccc(OC)c(NC(=O)Cn2cccc2)c1
    4% | -1% | -11%
#51 O=C(NCCCCc1ccccc1)C1CC(c2cc(C(F)(F)F)cc(C(F)(F)F)c2)=NO1 (stereo unspecified)
    2% | -15% | -20%
#52 Cc1cccc(C(=O)NCC(=O)OCc2cc(=O)n3ccsc3n2)c1
    nt | -6% | 4%
#53 Cc1ccccc1OCC(=O)Nc1ccc(OCc2cc(=O)n3ccsc3n2)cc1
    -4% | -5% | -21%
#54 CCOc1cccc2cc(C(=O)NCc3ccccc3)c(=N)oc12
    nt | 3% | ?
#55 Cc1ccc(Nc2nnc(SCC(=O)NCCN3C(=O)CSC3=O)s2)cc1
    -2% | -9% | 5%
#56 c1cc2c(cc1Nc1nc(-c3ccc4c(c3)OCO4)cs1)OCCO2
    6% | -10% | -26%
#57 CC(C)CC(=O)Nc1cccc(C(=O)Nc2ccccc2C(=O)O)c1
    3% | -9% | -16%
#58 CCCc1c(C(=O)N/N=C/c2ccc(C)s2)nnn1-c1nonc1N
    -9% | -6% | 21%
#59 CC(=O)c1ccc(C(=O)N2CCC(n3nccc3NC(=O)C3CC3)CC2)cc1
    1% | -2% | -117%
#60 Cc1cc2c(cc1C)C(c1ccccc1F)CC(=O)N2 (stereo unspecified)
    nt | 1% | ?

(continued)
Order of values: TDP1 block | GCN5L2 inh | TDP1 cell noCPT
#61 CCOC(=O)C(=CNc1ccc(-c2ccco2)c(Cl)c1)C(=O)OCC
    0% | -8% | 16µM*
#62 COc1ccc(OC)c(C(=O)c2ccc(C(=O)N3CCCCC3)cc2)c1
    3% | -6% | ?
#63 COc1ccc(N2CCC(CNC(=O)Nc3cccc(OC)c3)C2)cc1 (stereo unspecified)
    12% | -10% | ?
#64 CCc1nnc(NS(=O)(=O)c2ccc(NC(=S)NC(=O)c3ccncc3)cc2)s1
    -7% | -12% | 16%
#65 C=C(C)C1CC=C(C)/C(=N\NC(=O)CCC(=O)Nc2ccc(C)c(C)c2)C1 (stereo unspecified)
    2% | -6% | ?
#66 Cc1cnc(C(=O)NC2CC(C)(C)Cc3c2cnn3-c2cccc(F)c2)cn1 (stereo unspecified)
    1% | 0% | ?
#67 COc1ccc(NC(=O)CSc2nc3ccccc3n2CC(=O)N(C)C2CCCCC2)cc1
    1% | -6% | ?
#68 CCn1ccnc1CN1CCN(CCC(C)C)C(CCO)C1 (stereo unspecified)
    9% | -1% | -1%
#69 Cc1cc(Cl)ccc1N=c1ssnc1Cl
    3% | 28µM* | 16µM*
#70 Cn1cc(S(=O)(=O)N2CCc3ccccc3C2)c(=O)n(C)c1=O
    -1% | 0% | 4%
#71 O=C1C(Cc2ccc(O)cc2)NC(=S)N1c1ccccc1 (stereo unspecified)
    0% | 8% | -1%
#72 CS(=O)(=O)N(CCc1ccccc1)CC(=O)NCc1ccc(Cl)cc1
    0% | -1% | -3%
#73 Cc1ccc(S(=O)(=O)c2cc3c(=O)n4ccccc4nc3n(Cc3ccco3)c2=N)cc1C
    1% | 16µM* | ?
#74 CCOC(=O)C1C(=O)NC(SCC(N)=O)=C(C#N)C1c1ccccc1OCC (stereo unspecified)
    0% | -1% | -5%
#75 CC(C)OC(=O)c1ccc(NC(=O)CSc2nc3ncccc3[nH]2)cc1
    8% | -3% | 13µM*
#76 CSc1ncccc1C(=O)NNC(=O)c1ccc(NS(=O)(=O)c2cccs2)cc1
    nt | -7% | 9%
#77 CCOC(=O)c1c(NC(=O)COC)sc(C)c1C
    0% | 0% | ?
#78 O=C(Nc1ccc(Cl)c(Cl)c1)C1CCCCC1
    nt | -8% | ?
#79 Cc1ccccc1OCCNCC(C)O (stereo unspecified)
    -3% | -2% | -4%
#80 COCCNC(=S)N1CCc2cc(OC)c(OC)cc2C1COc1ccc(F)cc1 (stereo unspecified)
    2% | -7% | ?
#81 N/C(=N\OC(=O)CN1C(=O)c2ccccc2C1=O)c1ccc(Br)cc1
    3% | -7% | -8%
#82 CCN(C[C@H]1N[C@@](Cc2ccccc2)(C(=O)OC)[C@H]2C(=O)N(C)C(=O)[C@@H]12)C(=O)c1ccccc1
    0% | -1% | -1%
#83 CCC(C)C(NC(=O)c1ccccc1NC(=O)c1ccccc1)C(=O)N1CCOCC1 (stereo unspecified)
    -3% | -2% | -21%
#84 CCC(C)NC(=O)Cn1cc(S(=O)(=O)N2CCN(c3ccccc3F)CC2)c2ccccc2c1=O (stereo unspecified)
    2% | -4% | ?
#85 CC(C)(C)C(=O)N(Cc1ccc(Cl)cc1)c1cnccn1
    nt | 18% | 12µM*
#86 Cc1cc2cc(C)c(NCCNC(=O)c3cccc(F)c3)nc2cc1C
    -3% | -7% | ?
#87 Cc1occc1C(=O)N/N=C/c1c[nH]c2ccccc12
    4% | -1% | -7%
#88 CCOc1ccc(S(=O)(=O)NN=C(C)c2cccnc2)cc1
    3% | -1% | 19%
#89 COc1ccc(-c2n[nH]c3c2cnc2cc(OC)c(OC)cc23)cc1
    1% | 0% | -22%
#90 COC(OC)C1(C)C(C#N)=C(N)Oc2c1c(=O)oc1ccccc21 (stereo unspecified)
    nt | -3% | ?
#91 COc1ccc(C(CNC(=O)CSc2ccc(Br)cc2)N2CCOCC2)cc1 (stereo unspecified)
    nt | 1% | ?
#92 CN(Cc1c(C(=O)N/N=C/c2cc(F)ccc2F)nnn1-c1nonc1N)C1CCCCC1
    1% | -17% | 3%
#93 CC(C)[C@H](NC(=O)C1CCN(S(=O)(=O)c2ccccc2)CC1)C(=O)NCc1ccncc1
    0% | 3% | 18%

Compound activity as filed in PubChem BioAssay.

Only part of the results is shown. The share of hits here may be higher or lower than overall.
